PLC-gamma1 inh: PLC-gamma1 (human) inhibition, primary screen; inhibition, % at 12.2 µM; AID 720700; P19174; purified PLC-gamma1, fluorogenic substrate, fluorescence; 0.84% of 370,000 active; in the data active = inhibition above about 9.5%
ssDAF12 agonist: S. stercoralis DAF-12 activation, primary screen; HEK293 ssDAF-12/GRIP1 lit1-tk-luc reporter, luminescence; % of 3 µM dafachronic acid response; activation, % at 6.8 µM; 1% of 370,000 active; AID 652126;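 active = activation above the mean over all tested compounds plus 3 SD, cut at about 0.9% in these data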;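 also: 0% = DMSO-only wells and 100% = 3 µM delta7-dafachronic acid wells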
PLC-beta3 inh: blocks human PLC-beta3 enzyme activity; Q01970; Purified PLC-beta3, fluorogenic substrate, fluorescence; inhibition, % at 12.2 µM; 0.18% of 370,000 active; AID 720704; in the data active = inhibition above about 11%;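 also: 0% = median of compound wells on plate and 100% = full blocker control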
ADAM17 inh: inhibits human ADAM17; inhibition, % at 6.95 µM; 0.83% of 370,000 active; AID 720648; P78536; recombinant ADAM17, EDANS/DABCYL FRET peptide cleavage;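 active = inhibition above the mean of compounds lying between control limits plus 3 SD, set per campaign, cut at about 8.5% in these data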;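 also: 0% = DMSO-only wells as the low control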
Target sequence (P78536 215-824 limits assumed): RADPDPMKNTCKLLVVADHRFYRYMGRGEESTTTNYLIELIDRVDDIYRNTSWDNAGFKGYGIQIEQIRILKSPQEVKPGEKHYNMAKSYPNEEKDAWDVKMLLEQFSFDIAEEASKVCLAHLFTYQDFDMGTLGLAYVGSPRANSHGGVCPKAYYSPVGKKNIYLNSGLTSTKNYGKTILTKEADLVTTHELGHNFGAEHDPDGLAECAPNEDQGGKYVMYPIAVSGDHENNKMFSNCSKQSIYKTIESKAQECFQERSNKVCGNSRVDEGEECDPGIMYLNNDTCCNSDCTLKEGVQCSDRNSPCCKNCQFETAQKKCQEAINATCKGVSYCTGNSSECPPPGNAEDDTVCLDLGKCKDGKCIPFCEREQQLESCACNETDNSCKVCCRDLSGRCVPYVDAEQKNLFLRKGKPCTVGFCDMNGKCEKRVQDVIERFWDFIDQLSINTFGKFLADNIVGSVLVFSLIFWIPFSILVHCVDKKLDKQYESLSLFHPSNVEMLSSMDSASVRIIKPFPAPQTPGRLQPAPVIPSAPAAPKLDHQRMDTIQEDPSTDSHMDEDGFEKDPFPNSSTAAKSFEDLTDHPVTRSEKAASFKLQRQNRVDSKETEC
hgDAF-12 ag: activates the H. glycines DAF-12 receptor ligand-binding domain; HEK293 GAL4-hgDAF12 UAS-luciferase reporter, agonist luminescence; normalized to butyrate control; activation, % at 6.8 µM; 1.8% of 370,000 active; AID 687014;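 active = activation above a cutoff set at the mean of all screened compounds plus 3 SD, cut at about 10% in these data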;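 also: 0% = DMSO wells and 100% = sodium butyrate wells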
DAX1 inh-1: DAX1 (NR0B1) inhibition, primary screen. HEK293T StAR-luciferase reporter, SF-1/DAX-1 repression relief. inhibition, % at 6.8 µM. 1.1% of 370,000 active. AID 652010;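 active = inhibition above the mean over all tested compounds plus 3 SD, cut at about 3.6% in these data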;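 also: 0% = DAX-1 cells with DMSO and 100% = cells lacking DAX-1 with DMSO; higher inhibition means more luminescence from relief of DAX-1 repression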
ADAM10 inh: ADAM10 inhibition, QFRET primary screen | inhibition, % at 7 µM | O14672 | recombinant ADAM10, EDANS/DABCYL FRET peptide cleavage, 3 h | 0.62% of 370,000 active;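 active = inhibition above a per-campaign cutoff equal to the mean of compounds falling between control-based bounds plus 3 SD, cut at about 20% in these data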;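 also: 0% = DMSO wells while the 100% control is not disclosed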
hcDAF-12 act: activators of H. contortus DAF-12 nuclear receptor; HEK293 hcDAF-12 lit1-tk-luc reporter, luminescence; 0% DMSO, 100% Δ7-dafachronic acid; activation, % at 6.8 µM; 1.4% of 370,000 active; AID 652067;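 active = activation above the mean of all tested compounds plus 3 SD, cut at about 5.5% in these data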;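 also: 100% = response to 3 µM Δ7-dafachronic acid high control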
DAX1 inh-2: inhibits human nuclear receptor DAX1 | P51843 | HEK293 Gal4-DAX1 luciferase reporter, luminescence | inhibition, % at 6.75 µM | 0.99% of 340,000 active | AID 504766;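 active = inhibition above the mean over all tested compounds plus 3 SD, cut at about 4.2% in these data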;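 also: 0% = DAX1-transfected cells with DMSO and 100% = empty-vector control cells with DMSO; inhibition shows as a rise in luminescence from relieved DAX1 repression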
Target sequence (P51843 207-470 limits assumed): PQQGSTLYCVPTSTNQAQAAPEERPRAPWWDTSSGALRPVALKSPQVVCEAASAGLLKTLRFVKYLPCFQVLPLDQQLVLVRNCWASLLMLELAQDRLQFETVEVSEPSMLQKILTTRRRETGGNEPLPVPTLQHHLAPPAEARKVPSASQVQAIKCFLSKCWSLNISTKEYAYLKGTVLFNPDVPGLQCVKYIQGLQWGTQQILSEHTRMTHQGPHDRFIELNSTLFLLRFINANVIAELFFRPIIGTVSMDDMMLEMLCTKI
FXN GAA850 act: activators of GAA850 frataxin (FXN) promoter; activation, % at 6 µM; 0.56% of 360,000 active; HEK293 lucGAA850 FXN promoter luciferase reporter, 24 h; percent of 10 µM SAHA response;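 active = activation above the average of all compounds screened plus 3 SD, cutoff fixed separately per campaign, cut at about 7.5% in these data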;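 also: 0% = DMSO wells and 100% = 10 µM SAHA wells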
sPLA2-III inh: Blocks human group III sPLA2 activity | QFRET BODIPY PC-A2 liposome hydrolysis, fluorescence | Q9NZ20 | inhibition, % at 12.2 µM | 0.56% of 370,000 active;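 active = inhibition above mean plus 3 SD of compounds lying within the high and low control bounds, cut at about 19% in these data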;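 also: 0% = median of test compound wells and 100% = no enzyme DMSO wells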
Starred values were filed as active, the others as inactive; x = not tested or not shown.

SMILES,PLC-gamma1 inh,ssDAF12 agonist,PLC-beta3 inh,ADAM17 inh,hgDAF-12 ag,DAX1 inh-1,ADAM10 inh,hcDAF-12 act,DAX1 inh-2,FXN GAA850 act,sPLA2-III inh
COCc1cc(C)nc(SCC(=O)Nc2cccc3cccnc23)c1C#N,-24,-1.6,-29,-1,2.5,0.3,-9,-2.6,0.1,0.2,11
COc1ccc(Cl)cc1NC(=S)NCCc1c[nH]c2ccccc12,4,-1.1,4,10*,-2.9,-1.3,22*,-2.0,0.3,0.9,-37
CCOC(=O)CN1C(=O)C(O)=C(C(C)=O)C1c1ccccc1 (configuration not stated),0,-1.5,2,-1,1.6,0.4,8,-0.8,-0.3,-0.2,-5
Cc1ccnc2nc(C(=O)OCC(=O)N3CC(C)CC(C)C3)nn12 (configuration not stated),-2,0.1,-1,-1,0.4,0.0,-5,-1.2,0.5,-0.1,-1
CCN(C(=O)c1cc(Cl)ccc1OC)C1CCCCC1,-1,0.3,1,-4,2.5,-0.5,-4,4.4,1.3,-0.2,-1
Cc1cc(C)c2c(c1)c1nnc(SCCN3CCCCC3)nc1n2C,2,1.6*,-2,-2,5.8,1.5,10,6.1*,-2.2,4.2,-12
CC(C)(C)OCC(NC(=O)C(CC(N)=O)NC(=O)OC(C)(C)C)C(=O)OC(C)(C)C (configuration not stated),-1,-1.9,6,-3,-0.4,-0.6,1,-0.4,0.5,-1.2,7
O=C(COc1coc(CN2CCN(c3ccccc3)CC2)cc1=O)NC1CCCC1,-2,-0.4,0,0,0.1,-0.9,-11,-0.5,-0.5,-0.8,2
Cc1cc(C)c(NC(=O)CSc2nc(=O)n(CCN3CCOCC3)c3c2CCC3)c(C)c1,-1,0.1,-5,-3,0.0,-0.5,-5,-0.9,2.7,0.0,5
CCc1[nH]nc2c1C(c1ccc(C)o1)C(C#N)=C(N)O2 (configuration not stated),-1,-1.6,-8,0,-5.4,0.0,7,-1.5,2.0,-0.8,-5
CCOc1ccc(NC(=O)Nc2ccccc2SC)cc1,0,-1.1,-3,-2,11*,2.4,-4,3.7,4.5*,4.8,-3
CC(=O)C1=C(C)Nc2ncnn2C1c1cccc(OCc2ccccc2)c1 (configuration not stated),-1,-1.6,-3,-2,-3.8,0.3,-9,-2.7,0.4,-1.1,1
Cc1cc(C(=O)OCC(=O)NC2CC2)ccc1[N+](=O)[O-],4,-1.0,-4,-5,4.1,1.3,-10,-0.2,-0.2,2.1,13
COc1cc(OC)c(C=NNC(=S)NC23CC4CC(CC(C4)C2)C3)c(OC)c1,1,-1.3,-2,-1,0.4,-1.4,-17,0.0,0.1,0.7,5
Cn1c(COc2ccccc2)nnc1SCc1nc2ccccc2[nH]1,-13,-0.9,-16,-14,1.4,-0.5,-32,2.0,-1.0,-1.5,-8
COc1cc(C(=O)N2CCN(c3cccc(C(F)(F)F)c3)CC2)ccc1OCC(=O)N1CCOCC1,-1,-0.9,-1,-2,-3.1,-1.7,1,-1.8,-0.9,1.6,-1
CCc1cc(=O)oc2cc(OCC(=O)OC)c(Cl)cc12,-14,-1.8,-22,-44,-0.2,-0.1,-158,-0.1,0.6,-0.8,0
Cc1csc(NC(C)c2nc3cc(Cl)c(Cl)cc3n2CCCO)n1 (configuration not stated),1,-1.2,1,5,-0.1,1.3,10,-0.2,0.3,0.0,-10
O=C(NCC1CCN(C(=O)C(=O)c2cc3ccccc3o2)CC1)c1ccncc1,0,-0.3,4,-3,2.3,0.4,-3,-1.7,x,x,3
CCNC(=S)NNC(=O)c1ccncc1,0,-1.4,2,5,-0.9,0.0,5,1.6,2.2,1.1,3
Cc1cccc(C)c1NC(=O)CN(C)C(=O)c1cccc(S(=O)(=O)N2CCN(C)CC2)c1,2,-0.5,-9,-3,-0.6,0.1,3,0.9,-0.1,1.3,4
O=C1S/C(=C/c2ccccc2F)C(=O)N1CCN=C1NS(=O)(=O)c2ccccc21,3,-1.7,-5,2,1.5,-0.6,9,-3.2,-1.3,0.6,-16
O=C(c1ccc(-c2cccc(Cl)c2)o1)N1CCN(c2ccc([N+](=O)[O-])cc2)CC1,5,-2.0,2,1,1.3,-0.1,1,-2.1,-0.2,-0.3,-4
Cc1cccc(-n2c(C)c(-c3ccccc3)[nH]c2=S)c1,1,-1.2,-7,0,1.3,-0.7,5,1.2,-0.5,-0.4,29*
Fc1ccccc1Cc1noc(CN2CCN(C/C=C/c3ccccc3)CC2)n1,2,-1.3,-8,0,-0.5,-0.6,4,-0.7,-2.1,-1.3,-9
CN(Cc1ccc(OC(F)F)cc1)C(=O)C1CCN(S(=O)(=O)c2ccc3c(c2)OCCO3)CC1,3,-2.0,-7,-2,-1.9,-3.6,-12,-1.2,-1.7,-2.1,-3
COc1ccc(S(=O)(=O)N2CCC(C(=O)NCC3CCCO3)CC2)cc1OC (configuration not stated),-3,-1.6,-2,0,-0.7,-0.4,5,-0.1,x,0.9,-1
O=C(NCCNC(=O)c1cccc(O)c1)c1cccc(O)c1,0,-1.5,-3,-1,-0.8,-0.2,-5,-0.7,-0.6,0.2,-1
COc1ccc(C(=O)/C=C/Nc2ccc(S(=O)(=O)Nc3cc(OC)nc(OC)n3)cc2)c(OC)c1,-59,-0.8,-75,-4,-0.3,-0.3,-15,-0.7,0.2,0.3,-27
COC(=O)C1=C(C)N(Cc2ccc(C(F)(F)F)cc2)C(=NCc2ccccc2)NC1c1ccccc1 (configuration not stated),3,-0.8,-1,0,2.8,-0.3,-8,0.1,x,x,-2
COc1ccc(C2CC(C(F)(F)F)n3ncc(C(=O)NCc4cccnc4)c3N2)cc1OC (configuration not stated),-5,-1.2,-7,-3,-5.5,1.4,3,-1.3,0.5,3.6,-8
CCOc1ccc(CNn2cnnc2)cc1,4,-1.8,-8,-1,0.8,0.2,4,3.4,-0.2,1.7,-1
CS(=O)(=O)N1CCc2cc(-c3csc(NC(=O)Cc4cccs4)n3)ccc21,-4,-2.7,-1,2,-9.0,-3.4,8,-4.4,-2.0,-4.7,-13
O=S(=O)(c1ccc(N2CCCC2)nc1)N1CCOCC1,0,-0.9,0,-1,-0.8,0.7,0,-2.1,-0.7,0.4,8
COc1ccc(CCNC(=O)CC2Nc3cc(C)c(C)cc3NC2=O)cc1OC (configuration not stated),-100,-0.7,-130,-65,-0.4,-1.6,-213,-2.2,0.5,-1.2,4
O=C(NCCCn1cccn1)c1cc(COc2ccccc2)on1,1,0.1,4,4,8.1,2.8,-1,1.8,4.2*,-1.2,0
Oc1c(C=Nc2cccc3cccnc23)sc2ccccc12,-152,-0.8,-147,-4,-1.2,-1.4,-17,-0.7,x,x,2
COc1ccc(C(c2c(NC(C)=O)sc3c2CCCC3)N2CCN(CCO)CC2)cc1OC (configuration not stated),1,-0.8,-1,-6,-4.0,-1.3,-18,0.3,-0.2,-1.3,-1
CCc1cccc(C)c1NC(=O)CN1C(=O)NC(Cc2ccccc2)C1=O (configuration not stated),-2,-0.9,-8,-7,2.9,0.1,-1,0.1,-0.1,0.2,1
CC(C)(C)c1cc(NC(=O)C2(C)CCN2C(=O)C2(c3ccccc3)CC2)no1 (configuration not stated),3,-1.2,8,3,-2.0,0.3,1,-3.2,x,-0.2,1
O=C(NCC(=O)N(c1ccc(Cl)cc1)C(C(=O)NC1CCCC1)c1cccnc1)c1ccco1 (configuration not stated),-3,-1.1,-8,-5,-1.4,0.2,0,0.6,-0.5,2.3,8
O=C(O)c1ccc(S(=O)(=O)Nc2ccc3c(c2)OCCO3)cc1,-3,-1.6,2,-1,-4.3,-0.4,0,-1.5,0.3,-0.4,2
FC(F)(F)c1ccc2c(c1)N1CCCC1CN2 (configuration not stated),-38,-1.7,-56,-16,0.3,0.3,-38,-0.5,-0.2,-2.3,2
CN(C)S(=O)(=O)c1cccc(NC(=O)CC23CC4CC(CC(C4)C2)C3)c1,2,-0.9,-5,3,-3.1,-0.7,8,-1.6,-0.8,1.5,-16
COc1cccc(CN2CCN(Cc3cccc4nonc34)CC2CCO)c1 (configuration not stated),-3,-1.0,2,0,-3.8,0.3,-11,-0.7,0.3,-0.3,3

Next section, starting with the last 2 of the part before.
SMILES,PLC-gamma1 inh,ssDAF12 agonist,PLC-beta3 inh,ADAM17 inh,hgDAF-12 ag,DAX1 inh-1,ADAM10 inh,hcDAF-12 act,DAX1 inh-2,FXN GAA850 act,sPLA2-III inh
CN(C)S(=O)(=O)c1cccc(NC(=O)CC23CC4CC(CC(C4)C2)C3)c1,2,-0.9,-5,3,-3.1,-0.7,8,-1.6,-0.8,1.5,-16
COc1cccc(CN2CCN(Cc3cccc4nonc34)CC2CCO)c1 (configuration not stated),-3,-1.0,2,0,-3.8,0.3,-11,-0.7,0.3,-0.3,3
O=C(NCc1cn2ccsc2n1)c1cccs1,5,-1.1,2,-3,0.6,0.0,-7,1.6,-0.2,-0.5,1
COc1cc(/C=N/Nc2ccccc2)ccc1O,-6,-0.3,-15,-7,1.4,-0.3,1,3.6,0.1,-0.1,-5
CC(=O)NNC(=S)Nc1cccc(F)c1,0,-1.6,-3,-1,1.0,-0.2,-4,-0.1,x,1.2,6
O=S1(=O)CCC(N(N=Cc2ccco2)c2ccccc2)C1 (configuration not stated),5,-2.0,2,3,-0.5,0.3,6,0.1,x,x,-5
COCCNC(=S)N1CCC(Cc2ccccc2)CC1,0,-1.9,-1,-2,-3.2,-1.4,0,-1.2,0.7,0.4,8
COC(=O)c1[nH]c2cc(OC)ccc2c1NC(=O)CN1CCC(C(N)=O)(N2CCCCC2)CC1,-20,-1.1,-22,-14,-0.7,0.1,-28,-2.5,-0.2,1.6,0
O=S1(=O)N=C(N(CCO)/N=C/c2ccc(Br)cc2)c2ccccc21,0,-1.3,-6,-4,-0.7,-0.7,2,-2.2,0.3,1.3,-6
COc1cc(N)c(Cl)cc1Cl,4,0.6,2,0,-0.5,0.8,-3,-0.5,x,0.4,1
CCOC(=O)CN(C(=O)COc1nc(-c2ccccc2)cc(C)c1C#N)c1ccc(F)cc1,2,-1.5,-3,-1,-1.0,-0.1,5,0.7,2.5,0.9,-2
CCCOc1ccc(C(=O)NCC(c2cccs2)N(C)C)cc1OC (configuration not stated),-3,-1.4,-3,0,2.2,0.8,-3,0.6,1.2,0.3,-2
O=C(Nc1nccs1)c1cccc2ccccc12,-1,-1.2,-7,-4,0.5,0.0,1,0.2,0.0,1.6,7
COCCn1c(=O)[nH]c2cc(C(=O)Nc3cccc(F)c3)ccc2c1=O,-2,-1.8,-10,-4,-0.4,-0.4,-6,-0.2,-0.2,3.5,-1
